KCNQ1 pot – potentiates or activates the human KCNQ1 potassium channel | B-score at 10 µM | CHO-K1 KCNQ1, thallium flux FluxOR fluorescence; stronger effect = higher value | actives 0.35% (n = 310,000) | AID 2648;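 active means fluorescence ratio B-score, a plate-corrected score, at least three library SD, with initial intensity B-score within 5 SD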
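Medium – assay buffer, equal DMSO in all wells · Material – CHO-K1 cell line with stable KCNQ1 potassium channel expression · Signal – kinetic FluxOR thallium fluorescence, 10-s 1-Hz baseline, 110-s post-stimulus read · Compound – single concentration per compound, DMSO matched to controls · Schedule – 37 °C overnight plating, 90-min dark dye load, 20-min compound pretreatment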
KCNK3 block – human KCNK3 channel inhibition, primary screen. O14649. CHO-KCNK3 thallium flux, FluxOR fluorescence; stronger effect = lower value. B-score at 10 µM. actives 0.84% (n = 340,000). AID 602410;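 active means B-score under library mean minus 4 SD, starting fluorescence ratio at most library mean plus 5 SD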;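 further: more negative B-score means stronger inhibition of thallium flux through KCNK3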
KCNK9 inh – inhibitors of human KCNK9 two-pore domain potassium channel | HEK293 KCNK9, FluxOR thallium flux fluorescence; stronger effect = lower value | actives 1.2% (n = 310,000) | AID 488922 | B-score at 10 µM;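 active means ratio B-score over 3 SD below the library mean, with starting fluorescence within 5 SD of its mean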;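 further: negative B-score means less thallium flux so channel inhibition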
TRPC4 PAM – allosteric potentiators of mouse TRPC4 channel; actives 0.42% (n = 310,000); B-score at 10 µM; AID 2227; HEK293 TRPC4beta/mu-opioid, DAMGO EC20, Fluo-4 Ca2+ flux; stronger effect = higher value;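 active means B-score of calcium response area above 5 SD of library B-scores, with initial fluorescence ratio within 5 SD of library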;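 further: B-score of integrated fluorescence ratio over time as area under calcium response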
Target sequence (Q9QUQ5 whole entry, looked up): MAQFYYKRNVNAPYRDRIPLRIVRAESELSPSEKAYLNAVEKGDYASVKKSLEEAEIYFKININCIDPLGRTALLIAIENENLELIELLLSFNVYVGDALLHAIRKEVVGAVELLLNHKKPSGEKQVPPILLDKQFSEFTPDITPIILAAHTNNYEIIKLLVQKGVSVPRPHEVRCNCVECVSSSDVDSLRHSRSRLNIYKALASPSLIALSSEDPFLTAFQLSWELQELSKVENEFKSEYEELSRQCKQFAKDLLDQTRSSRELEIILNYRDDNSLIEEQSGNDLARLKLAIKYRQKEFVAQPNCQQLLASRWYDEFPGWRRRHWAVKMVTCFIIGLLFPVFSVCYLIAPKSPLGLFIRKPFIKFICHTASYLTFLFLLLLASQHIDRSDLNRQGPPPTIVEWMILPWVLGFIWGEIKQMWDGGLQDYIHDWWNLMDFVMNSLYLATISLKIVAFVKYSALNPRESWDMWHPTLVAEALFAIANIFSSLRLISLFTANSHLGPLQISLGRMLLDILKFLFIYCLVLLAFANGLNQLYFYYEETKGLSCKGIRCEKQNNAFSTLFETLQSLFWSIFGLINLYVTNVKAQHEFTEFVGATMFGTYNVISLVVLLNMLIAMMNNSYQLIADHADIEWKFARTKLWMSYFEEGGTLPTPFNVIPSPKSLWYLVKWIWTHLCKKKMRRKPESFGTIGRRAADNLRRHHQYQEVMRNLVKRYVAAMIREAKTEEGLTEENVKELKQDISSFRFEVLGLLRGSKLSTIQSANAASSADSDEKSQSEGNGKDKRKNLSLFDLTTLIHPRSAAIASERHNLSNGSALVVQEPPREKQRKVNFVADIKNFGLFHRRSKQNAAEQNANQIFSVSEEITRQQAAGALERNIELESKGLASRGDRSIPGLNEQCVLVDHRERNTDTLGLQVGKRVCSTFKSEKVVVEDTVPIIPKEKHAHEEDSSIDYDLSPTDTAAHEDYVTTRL
DYRK1A inh – Dyrk1A (rat) kinase inhibition | inhibition, % at 12.5 µM | AID 504441 | Q63470 | actives 0.43% (n = 310,000) | ADP-Glo luminescence, NFATc1 peptide; in the data active means inhibition above about 50%;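 further: plate controls were vehicle with enzyme for no effect and no enzyme for full effect; many of its hits are not listed in these tables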
TRPC4 act – TRPC4 (mouse) channel activation; B-score at 10 µM; HEK293 TRPC4beta/mu-opioid, Fluo4 calcium fluorescence; stronger effect = higher value; AID 2237; actives 0.49% (n = 310,000);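 active means B-score above 5 SD of library B-scores, and initial fluorescence ratio not above library mean plus 5 SD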;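 further: positive B-score marks a calcium rise read as TRPC4 activation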
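Assay system – TRPC4beta and mu-opioid receptor HEK293 stable cells · Measured by – Fluo4 fluorescence, kinetic · Schedule – dye loading 45 min room temperature, 110 s kinetic read · Read-out – B-scored integrated calcium fluorescence ratio · Controls – buffer and maximal DAMGO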
ANO1 activ – mouse TMEM16A channel activation, primary screen; actives 0.3% (n = 340,000); B-score at 10 µM; Q8BHY3; HEK293 TMEM16A/YFP-H148Q/I152L, iodide quench fluorescence; stronger effect = lower value;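 active means fluorescence-ratio B-score plate-corrected deviation score at least 3 library SD below zero, with starting fluorescence score within 5 deviations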;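 further: channel opened by trigger with iodide after compound preincubation; score built on the fluorescence ratio of max minus min over baseline; more negative score means more quench and so TMEM16A activation or potentiation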
TMEM16A inh – inhibitors of mouse TMEM16A calcium-activated chloride channel | Q8BHY3 | HEK293 TMEM16A/YFP iodide influx fluorescence, ionomycin | normalized B-score (activity score, 25-100; higher = stronger inhibition) at 10 µM | actives 1.2% (n = 310,000) | AID 588511;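 active means ratio plate-corrected score three or more library SD toward inhibition, starting fluorescence score within five deviations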;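 further: score derived from kinetic fluorescence span divided by baseline fluorescence per well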
HDAC3 inh – blocks human histone deacetylase 3; O15379; recombinant HDAC3, fluorogenic peptide/trypsin coupled, fluorescence; inhibition, % at 8.3 µM; actives 0.15% (n = 320,000); in the data active means inhibition above about 26%, passing the limit was not always enough; inconclusive means no clear call, values can overlap the other calls
KCNQ1 block – inhibitors of human KCNQ1 potassium channel | CHO-K1 KCNQ1, FluxOR thallium flux fluorescence; stronger effect = higher value | B-score at 10 µM | actives 1.3% (n = 310,000) | AID 2642;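 active means compounds whose thallium flux B-score, printed positive for inhibition, exceeds three library SD while starting fluorescence stays within three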;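 further: channel opened by potassium depolarization with thallium stimulus after 20 min compound exposure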
hERG rescue – hERG (human) protection from proarrhythmic block. AID 1511. activation (rescue from dofetilide block), less the hit threshold, % at 10 µM. actives 0.51% (n = 310,000). Q12809. CHO-hERG, FluxOR thallium flux, dofetilide IC70 present;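 active means activation above the mean of controls blocked by dofetilide plus 5 SD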;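 further: thallium influx through hERG after potassium depolarization seen as dye fluorescence rise; in these data hits start at about 4.7%; inactives centre near -7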
The depositor's hits bear a star; i = inactive; u = inconclusive; x = no result given. An excerpt; count on the stated rates, not on these rows.

entry	structure	KCNK3 block	KCNQ1 block	KCNQ1 pot	hERG rescue	KCNK9 inh	ANO1 activ	HDAC3 inh	TRPC4 PAM	TRPC4 act	DYRK1A inh	TMEM16A inh
1	O=C1CC(c2ccc(F)cc2)CC(O)=C1C=NCCN1CCN(C(=O)Nc2ccccc2)CC1 (centres undefined)	i	i	i	-1	i	i	2	i	i	6	i
2	Cc1ccnc(NC(=O)c2ccc(Br)s2)c1	i	i	i	-3	i	i	2	i	i	3	i
3	O=C(N/N=C/c1ccccn1)c1cc(-c2ccccc2)nc2ccccc12	i	i	i	-6	i	i	3	i	i	x	i
4	Cc1nn(Cc2c(Cl)cccc2Cl)c(C)c1C(=O)NCc1ccc(C)n1C	i	i	i	-7	i	i	-1	i	i	-2	i
5	Cn1cc(Br)c(C(=O)N/N=C/c2cc3ccccc3nc2Cl)n1	i	i	i	-11	i	i	2	i	i	9	i
6	COc1cccc(-c2nnc3sc(-c4cccs4)nn23)c1	i	x	x	x	x	i	0	x	x	-2	i
7	COc1cc(C(C)=O)ccc1Oc1cc(NN2CCCCC2)c([N+](=O)[O-])cc1[N+](=O)[O-]	i	i	i	-10	i	i	0	i	i	-2	i
8	CC(C)C(=O)n1nc(-c2cccnc2)nc1NCc1ccc(F)cc1	i	i	i	-11	i	i	13	i	i	10	i
9	O=C(Nc1sc2c(c1C(=O)O)CCC2)c1ccco1	i	i	i	-7	i	i	2	i	i	6	i
10	COCCNC(=O)c1c(C)cc(C)cc1C	i	i	i	-9	i	i	-1	i	i	-3	i
11	Cc1[nH]c2ccccc2c1CCC(N)=O	i	i	i	-1	i	i	0	i	i	4	i
12	CCCOC(=O)CCCCCCCCC(O)CN1CCCCC1 (centres undefined)	i	i	i	-10	i	i	-3	i	i	x	i
13	CC(C)(C)c1ccc(OC(=O)CN2C(=O)C3C4CCC(C4)C3C2=O)cc1 (centres undefined)	i	i	i	-9	i	i	2	i	i	-2	i
14	Cc1ccc(N(C)C(=O)c2cnn(-c3ccccc3)c2C)c(C)c1	i	i	i	-10	i	i	1	i	i	1	i
15	CCCCOc1ccc(CSc2nncn2N)cc1	i	i	i	-3	i	i	3	i	i	3	i
16	COc1ccccc1N1CCN(Cc2ccco2)CC1	i	i	i	-2	i	i	1	i	i	1	25*
17	S=c1[nH]nc(-c2ccncc2)n1CC1CCCO1 (centres undefined)	i	i	i	-7	i	i	-4	i	i	7	i
18	CCOc1nnc(C)c2c(C)n(-c3ccc(Cl)cc3)nc12	i	i	i	-1	i	i	-17	i	i	3	i
19	CCNC(=O)N1CCNC(=O)C1CC(=O)Nc1ccc(C(=O)OCC)cc1 (centres undefined)	i	i	i	-1	i	i	3	i	i	2	i
20	Cc1ccc(N2CC(C(=O)N/N=C/c3sccc3C)CC2=O)cc1 (centres undefined)	i	i	i	-8	i	i	-1	i	i	3	i
21	Cc1cc(C)c2c3c(cn2n1)c(=O)n(C)c(=O)n3C	i	i	i	-3	i	i	-1	i	i	-2	i
22	CC(=O)Nc1ccc(S(=O)(=O)Nc2ccc(-c3ccc4nnc(C)n4n3)cc2)cc1	i	i	i	-3	i	i	1	i	i	1	i
23	Cc1ccc2c(c1)C(=O)CC1(CCCCCC1)O2	i	i	i	-6	i	i	2	i	i	4	i
24	COc1ccc(N2C(=O)C3CC(C)=C(C)CC3C2=O)c(OC)c1 (centres undefined)	i	i	i	-1	i	i	-4	i	i	-10	i
25	Cc1ccc2c(c1)nc(NCCO)n2C	i	i	i	-1	i	i	1	i	i	1	i
26	CCn1cnc2c1c(=O)n(CC(=O)Nc1cc(C)on1)c(=O)n2Cc1ccccc1	i	i	i	-1	i	i	2	i	i	0	i
27	CN1C(=O)CS(=O)c2ccc(C(=O)NCCC3=CCCCC3)cc21 (centres undefined)	i	i	i	-9	i	i	-1	i	i	-8	i
28	Cc1cc(=O)oc(C)c1C(=O)Nc1ccc(F)cc1	i	i	i	-12	i	i	0	i	i	x	i
29	CN(CC(=O)Nc1ccccc1C(F)(F)F)C(=O)c1cccc(-n2cccc2)c1	i	i	i	-9	i	i	2	i	i	-1	i
30	O=C(c1ccccc1[N+](=O)[O-])N1CCc2ccccc2C1	i	i	i	-7	i	i	-4	i	i	1	i
31	O=c1[nH]c2ccc(NC(=S)NCc3ccccc3)cc2[nH]1	i	i	i	-12	i	i	4	i	i	6	i
32	COc1ccc(NC(=O)CCN2C(=O)c3cccc([N+](=O)[O-])c3C2=O)cc1	i	i	i	-3	i	i	-7	i	i	-3	i
33	S=c1[nH]c2cc3ccccc3cc2[nH]1	i	i	i	-12	i	i	x	i	i	29	i
34	Cc1cc(=O)oc(C)c1C(=O)OCC(=O)c1ccc(Cl)cc1	i	i	i	-2	i	i	-3	i	i	8	i
35	Cc1cc(Br)ccc1NC(=O)CCSc1ccccc1	i	i	i	-5	i	i	5	i	i	-7	i
36	Cc1cccc(NC(=O)c2ccc(-n3ccnc3)nc2)c1	i	i	i	-20	i	i	5	i	i	-1	i
37	COc1ccc(N2CCOCC2)c(NC(=O)c2cccc3ccccc23)c1	-9.5*	i	i	-7	i	i	4	i	i	x	i
38	O=C(CCS(=O)(=O)c1ccc(Cl)cc1)Nc1nnc(-c2ccco2)o1	i	i	i	-18	i	i	-1	i	i	7	i
39	CCOc1cc(/C=C2\NC(=S)N(C)C2=O)ccc1OCc1ccc(C(=O)O)cc1	i	i	i	-1	i	i	-1	i	i	3	i
40	CS(=O)(=O)N(CC(=O)N1CCOCC1)c1ccccc1	i	i	i	0	i	i	-6	i	i	10	i
41	Cc1cccc(N2CCN(C(=O)CCc3nc4ccccc4[nH]3)CC2C)c1 (centres undefined)	i	i	i	-7	i	i	1	i	i	-12	i
42	Cc1cc(=O)oc2cc(OCc3ccc(C(=O)OCC(=O)NC4CCS(=O)(=O)C4)cc3)ccc12 (centres undefined)	i	i	i	-6	i	i	9	i	i	6	i
43	Cc1ccc(-c2csc(NC(=O)c3ccc([N+](=O)[O-])o3)n2)cc1	i	i	i	-6	i	i	-4	i	i	-5	i
44	Cc1ccc(S(=O)(=O)N(C)C)cc1NS(=O)(=O)c1ccc(Cl)s1	i	i	i	-13	i	i	1	i	i	1	i
45	O=C(/C(C=Nc1ccc(F)cc1)=C(/O)c1ccco1)C(F)(F)F	i	i	i	-12	i	i	3	i	i	0	i
46	CCN1CCN(c2ncnc3c2nnn3Cc2ccccc2)CC1	i	i	i	-3	i	i	1	i	i	3	i
47	CCOc1ccc(CCNC(=O)C2CC(=O)N(c3ccccc3OCC)C2)cc1OCC (centres undefined)	i	i	i	-14	i	i	2	i	i	-4	i
48	CC(=O)n1c(=O)oc2ccccc21	i	i	i	-4	i	i	6	i	i	-6	i

Marked active in KCNK3 block, among the entries above:
nr | Compound | KCNK3 block | KCNQ1 block | KCNQ1 pot | KCNK9 inh | ANO1 activ | HDAC3 inh | TRPC4 PAM | TRPC4 act | DYRK1A inh
37 | COc1ccc(N2CCOCC2)c(NC(=O)c2cccc3ccccc23)c1 | -9.5* | i | i | i | i | 4 | i | i | x

The list continues.
entry	structure	KCNK3 block	KCNQ1 block	KCNQ1 pot	hERG rescue	KCNK9 inh	ANO1 activ	HDAC3 inh	TRPC4 PAM	TRPC4 act	DYRK1A inh	TMEM16A inh
49	CCSc1ncc(/C=N/Nc2ccc([N+](=O)[O-])cc2)n1C	i	x	x	x	x	i	3	x	x	6	i
50	CCc1cccc(N=c2c([N+](=O)[O-])nn(-c3ccc4c(c3)OCCO4)n2O)c1	i	i	i	-6	i	i	u	i	i	-1	i
51	Cc1ccc(C2=NNC(=O)C(P(=O)(c3ccccc3)c3ccccc3)C2)cc1 (centres undefined)	i	i	i	-9	i	i	6	i	i	6	i
52	CN(c1ccc(OCC(=O)Nc2nc(-c3ccccc3)cs2)cc1)S(=O)(=O)c1ccc(F)cc1	i	i	i	-2	i	i	6	i	i	-2	i
53	O=C(CN1CCCc2ccccc21)Nc1ccccc1[N+](=O)[O-]	i	i	i	-10	i	i	3	i	i	x	i
54	Clc1ccccc1-c1nn2c(COc3ccccc3)nnc2s1	i	i	i	-8	i	i	1	i	i	9	i
55	CCCC/C=C/[C@H](c1ccccc1)[C@H](CO)Cc1cccnc1	i	i	i	-17	i	i	6	i	i	10	i
56	CC(=O)N1N=C(c2cccc([N+](=O)[O-])c2)OC1(C)c1cccs1 (centres undefined)	i	i	i	-9	i	x	1	i	i	-2	i
57	COc1ccc(N2CCN(C(c3cccs3)C(C)NC(=O)c3ccc4c(c3)OCO4)CC2)cc1 (centres undefined)	i	i	i	-1	i	i	5	i	i	-1	i
58	CC(C)(C)CC(C)(C)NC(=O)/C=C/C(=O)O	i	i	i	-9	i	i	-3	i	i	x	i
59	O=C(NC(=S)Nc1ccccn1)c1ccco1	i	i	i	-3	i	i	7	i	i	3	i
60	C/C(=N\Nc1nc(C)cc(C)n1)c1ccc(N2CCOCC2)cc1	i	i	i	6.0*	i	i	4	i	i	-2	i
61	COc1ccc(OC)c(NC2=NC3(CCCCC3)N=C(N)N2)c1	i	i	i	-9	i	i	3	i	i	0	i
62	O=C(NC1CCCCC1)C(c1ccc2ncccc2c1)N(Cc1ccccc1)C(=O)c1ccc2c(c1)OCCO2 (centres undefined)	i	i	i	-4	i	i	1	i	i	6	i

Record cards, as listed above:
CN(c1ccc(OCC(=O)Nc2nc(-c3ccccc3)cs2)cc1)S(=O)(=O)c1ccc(F)cc1 across the screens: KCNK3 block = i; KCNQ1 block = i; KCNQ1 pot = i; hERG rescue = -2; KCNK9 inh = i; ANO1 activ = i; HDAC3 inh = 6; TRPC4 PAM = i; TRPC4 act = i; DYRK1A inh = -2; TMEM16A inh = i
CCCC/C=C/[C@H](c1ccccc1)[C@H](CO)Cc1cccnc1 across the screens: KCNK3 block = i; KCNQ1 block = i; KCNQ1 pot = i; hERG rescue = -17; KCNK9 inh = i; ANO1 activ = i; HDAC3 inh = 6; TRPC4 PAM = i; TRPC4 act = i; DYRK1A inh = 10; TMEM16A inh = i

Bioassay records: PubChem, several laboratories
